# Bioassay records as filed in PubChem BioAssay.
# TRPC4 act: opens the mouse TRPC4 cation channel | Q9QUQ5 | HEK293 TRPC4beta/mu-opioid, Fluo4 calcium fluorescence; stronger effect = higher value | B-score at 10 µM | 310,000 tested, 0.49% active | AID 2237;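 active = B-score above 5 SD of library B-scores, and initial fluorescence ratio not above library mean plus 5 SD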;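 note: positive B-score marks a calcium rise read as TRPC4 activation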
#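 Technique: kinetic Fluo4 calcium fluorescence; Test system: TRPC4beta and mu-opioid receptor HEK293 stable cells; Measure: B-scored integrated calcium fluorescence ratio; Benchmarks: low control buffer alone, high control maximal DAMGO; Schedule: 45 min room-temperature Fluo4 loading, 110 s read.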
# HDAC3 inh: human HDAC3 inhibition. inhibition, % at 8.3 µM. 320,000 tested, 0.15% active. O15379. recombinant HDAC3, fluorogenic peptide/trypsin coupled, fluorescence; in the data active = inhibition above about 26%, passing the limit was not always enough
# Target sequence (O15379 whole entry, looked up): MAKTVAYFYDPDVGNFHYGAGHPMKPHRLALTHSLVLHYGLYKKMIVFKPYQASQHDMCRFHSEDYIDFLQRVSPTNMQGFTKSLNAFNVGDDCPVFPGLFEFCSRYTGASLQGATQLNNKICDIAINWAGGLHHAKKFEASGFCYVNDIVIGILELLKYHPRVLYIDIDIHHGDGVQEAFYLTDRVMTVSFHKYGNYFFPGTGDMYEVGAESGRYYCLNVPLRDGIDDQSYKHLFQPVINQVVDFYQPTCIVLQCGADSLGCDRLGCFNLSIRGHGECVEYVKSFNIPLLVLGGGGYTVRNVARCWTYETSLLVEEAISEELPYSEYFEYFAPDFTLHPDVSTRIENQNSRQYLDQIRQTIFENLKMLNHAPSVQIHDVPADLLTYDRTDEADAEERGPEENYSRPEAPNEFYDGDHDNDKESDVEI
# TMEM16A inh: mouse TMEM16A channel inhibition, primary screen | Q8BHY3 | HEK293 TMEM16A/YFP iodide influx fluorescence, ionomycin | normalized B-score (activity score, 25-100; higher = stronger inhibition) at 10 µM | 310,000 tested, 1.2% active | AID 588511;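 active = ratio plate-corrected score three or more library SD toward inhibition, starting fluorescence score within five deviations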;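 note: score derived from kinetic fluorescence span divided by baseline fluorescence per well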
# KCNK9 inh: inhibitors of human KCNK9 two-pore domain potassium channel | HEK293 KCNK9, FluxOR thallium flux fluorescence; stronger effect = lower value | AID 488922 | 310,000 tested, 1.2% active | Q9NPC2 | B-score at 10 µM;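 active = ratio B-score over 3 SD below the library mean, with starting fluorescence within 5 SD of its mean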;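 note: negative B-score means less thallium flux so channel inhibition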
# Target sequence (Q9NPC2 whole entry, looked up, the tested form may be a part): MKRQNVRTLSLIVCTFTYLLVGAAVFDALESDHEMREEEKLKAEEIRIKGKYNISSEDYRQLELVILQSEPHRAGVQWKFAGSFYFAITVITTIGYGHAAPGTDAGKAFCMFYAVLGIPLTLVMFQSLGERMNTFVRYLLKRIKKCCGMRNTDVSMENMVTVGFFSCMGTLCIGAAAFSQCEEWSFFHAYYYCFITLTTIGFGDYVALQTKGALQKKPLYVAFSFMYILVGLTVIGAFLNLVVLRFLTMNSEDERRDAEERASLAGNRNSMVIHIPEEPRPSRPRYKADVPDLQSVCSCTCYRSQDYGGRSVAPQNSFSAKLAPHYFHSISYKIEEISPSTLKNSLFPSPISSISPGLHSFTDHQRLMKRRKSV
# KCNK3 block: human KCNK3 channel inhibition, primary screen. B-score at 10 µM. 340,000 tested, 0.84% active. AID 602410. CHO-KCNK3 thallium flux, FluxOR fluorescence; stronger effect = lower value;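 active = B-score under library mean minus 4 SD, starting fluorescence ratio at most library mean plus 5 SD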;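 note: more negative B-score means stronger inhibition of thallium flux through KCNK3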
# KCNQ1 block: blocks the human KCNQ1 potassium channel; P51787; 310,000 tested, 1.3% active; B-score at 10 µM; AID 2642; CHO-K1 KCNQ1, FluxOR thallium flux fluorescence; stronger effect = higher value;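 active = compounds whose thallium flux B-score, printed positive for inhibition, exceeds three library SD while starting fluorescence stays within three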;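 note: channel opened by potassium depolarization with thallium stimulus after 20 min compound exposure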
# hERG rescue: hERG (human) protection from proarrhythmic block | AID 1511 | 310,000 tested, 0.51% active | CHO-hERG, FluxOR thallium flux, dofetilide IC70 present | activation (rescue from dofetilide block), less the hit threshold, % at 10 µM | Q12809;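 active = activation above the mean of controls blocked by dofetilide plus 5 SD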;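 note: thallium influx through hERG after potassium depolarization seen as dye fluorescence rise; in these data hits start at about 4.7%; inactives centre near -7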
# TMEM16A act: activates or potentiates the mouse TMEM16A chloride channel; Q8BHY3; HEK293 TMEM16A/YFP-H148Q/I152L, iodide quench fluorescence; stronger effect = lower value; B-score at 10 µM; 340,000 tested, 0.3% active; AID 623877;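 active = fluorescence-ratio B-score plate-corrected deviation score at least 3 library SD below zero, with starting fluorescence score within 5 deviations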;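 note: channel opened by trigger with iodide after compound preincubation; score built on the fluorescence ratio of max minus min over baseline; more negative score means more quench and so TMEM16A activation or potentiation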
# KCNQ1 act: human KCNQ1 channel potentiation or activation. P51787. CHO-K1 KCNQ1, thallium flux FluxOR fluorescence; stronger effect = higher value. B-score at 10 µM. 310,000 tested, 0.35% active;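 active = fluorescence ratio B-score, a plate-corrected score, at least three library SD, with initial intensity B-score within 5 SD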
#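 Material: CHO-K1 cells stably expressing KCNQ1. Medium: assay buffer for compound exposure, DMSO matched across wells. Reagent: K+/Tl+ depolarizing stimulus. Compound dosing: single-concentration screen. Times: 37 °C overnight plating, 90-min dark dye load, 20-min compound pretreatment. Technique: FluxOR Tl+ flux fluorescence.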
# DYRK1A inh: blocks rat Dyrk1A kinase activity; AID 504441; Q63470; inhibition, % at 12.5 µM; ADP-Glo luminescence, NFATc1 peptide; 310,000 tested, 0.43% active; in the data active = inhibition above about 50%;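 note: plate controls were vehicle with enzyme for no effect and no enzyme for full effect; many of its hits are not listed in these tables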
# TRPC4 potent: allosteric potentiators of mouse TRPC4 channel | B-score at 10 µM | HEK293 TRPC4beta/mu-opioid, DAMGO EC20, Fluo-4 Ca2+ flux; stronger effect = higher value | 310,000 tested, 0.42% active | Q9QUQ5 | AID 2227;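 active = B-score of calcium response area above 5 SD of library B-scores, with initial fluorescence ratio within 5 SD of library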;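 note: B-score of integrated fluorescence ratio over time as area under calcium response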
# * marks the source's active call; other numbers are inactive results; i = inactive; nt = no result given; & = joins results of further samples; ! = a repeat was not active.
1	Clc1cccc(C2NCCc3[nH]cnc32)c1 (centres undefined)
2	CCOc1cc(CNCCc2c[nH]c3ccccc23)cc(Cl)c1OCC
3	Cc1cc(OCCN2CC2)c2ccccc2n1
4	COc1cccc(CN2CCN(Cc3cccc(F)c3)CC2)c1
5	Cc1ccccc1CN1CCN(c2ccc(Cl)cc2)CC1
6	CCOc1ccc(-n2c(CC)nc3ccccc3c2=O)cc1
7	COc1ccc(Oc2cc(NC(=O)c3nn(C)cc3[N+](=O)[O-])cc([N+](=O)[O-])c2)cc1
8	CN(C)c1ccc(/C=C2\CC3C4CC=C5CC(O)CCC5(C)C4CCC3(C)C2=O)cc1 (centres undefined)

Assay by compound	1	2	3	4	5	6	7	8
TRPC4 act	50*	46*	i	i	i	i	i	i
HDAC3 inh	-3	3	-1	-1	0	-1	17	-1
TMEM16A inh	i	i	i	i	i	i	i	i
KCNK9 inh	i	i	i	i	i	i	i	i
KCNK3 block	i	i	nt	i	i	i	i	i
KCNQ1 block	i	i	i	i	i	i	i	i
hERG rescue	-13	-18	-8	-9	-6	-8	-14	-2
TMEM16A act	i	i	nt	i	i	i	i	i
KCNQ1 act	i	i	i	i	i	i	i	i
DYRK1A inh	-1	-3	nt	-3	-4	7	-2	15
TRPC4 potent	i	i	i	i	i	i	i	i

9	CN1CCCN(C(=O)COc2ccc(F)cc2Cl)CC1
10	Cc1cc(OCC(=O)NCc2cccnc2)c2c3c(c(=O)oc2c1)CCCC3
11	O=C(C(=O)N1CCOCC1)c1cn(Cc2ccccc2Cl)c2ccccc12
12	CCC(CO)Nc1ccc([N+](=O)[O-])c2cccnc12 (centres undefined)
13	COc1cc(C(=O)OC2C[C@H]3CC[C@@H](C2)N3C)ccc1O (some centres undefined)
14	Cc1cc(C(=O)Nc2ccc3c(c2)OCCO3)nn1C(C)(C)C
15	c1ccc(CC(NCc2ccco2)c2ccccc2)cc1 (centres undefined)
16	CC(=O)CC(=O)C1C(=O)N(C)C(=O)N(C)C1=O

Assay by compound	9	10	11	12	13	14	15	16
TRPC4 act	i	i	i	i	i	i	i	i
HDAC3 inh	-1	-41	6	11	-1	2	-3	-6
TMEM16A inh	i	i	i	i	i	i	i	i
KCNK9 inh	i	i	i	i	i	i	i	i
KCNK3 block	i	i	i	i	i	i	i	i
KCNQ1 block	i	i	i	i	i	i	6*	i
hERG rescue	-4	-8	-12	-9	-2	-9	-15	-6
TMEM16A act	i	i	i	i	i	i	i	i
KCNQ1 act	i	i	i	i	i	i	i	i
DYRK1A inh	-11	13	2	40	4	nt	2	nt
TRPC4 potent	i	i	i	i	i	i	i	i

# Exported tab-delimited: entries from further up
entry	SMILES	TRPC4 act	HDAC3 inh	TMEM16A inh	KCNK9 inh	KCNK3 block	KCNQ1 block	hERG rescue	TMEM16A act	KCNQ1 act	DYRK1A inh	TRPC4 potent
16	CC(=O)CC(=O)C1C(=O)N(C)C(=O)N(C)C1=O	i	-6	i	i	i	i	-6	i	i	nt	i
14	Cc1cc(C(=O)Nc2ccc3c(c2)OCCO3)nn1C(C)(C)C	i	2	i	i	i	i	-9	i	i	nt	i
7	COc1ccc(Oc2cc(NC(=O)c3nn(C)cc3[N+](=O)[O-])cc([N+](=O)[O-])c2)cc1	i	17	i	i	i	i	-14	i	i	-2	i
2	CCOc1cc(CNCCc2c[nH]c3ccccc23)cc(Cl)c1OCC	46*	3	i	i	i	i	-18	i	i	-3	i
4	COc1cccc(CN2CCN(Cc3cccc(F)c3)CC2)c1	i	-1	i	i	i	i	-9	i	i	-3	i

# Carrying on.
17	NC(N)=Nc1ccc2[nH]c3c(c2c1)C[C@@]1(O)[C@H]2Cc4ccc(O)c5c4[C@@]1(CCN2CC1CC1)[C@H]3O5
18	O=C(CCCc1ccccc1)NCCc1cnc[nH]1
19	CC(=NCCC1=CCCCC1)c1c(O)n(-c2ccccc2)c(=O)[nH]c1=O
20	CCOP(=O)(OCC)C(O)c1ccc(OC)c(OC)c1 (centres undefined)
21	COc1cc(C=C2C(=O)NC(=O)NC2=O)ccc1OS(=O)(=O)c1ccccc1[N+](=O)[O-]
22	CNC(=O)c1cccn(Cc2cc(C(F)(F)F)cc(C(F)(F)F)c2)c1=O
23	CCCc1cc(=O)oc2cc(OCC(=O)N3C[C@H]4C[C@@H](C3)c3cccc(=O)n3C4)ccc12
24	CCN1CCN(Cc2cc(C(C)(C)C)c(O)c(C(C)(C)C)c2)CC1

Assay by compound	17	18	19	20	21	22	23	24
TRPC4 act	nt	143*	i	i	i	i	i	i
HDAC3 inh	60*	1	-2	3	-2	-2	0	3
TMEM16A inh	i	i	i	i	i	i	i	i
KCNK9 inh	nt	i	i	i	i	i	i	i
KCNK3 block	i	i	i	i	i	i	i	nt
KCNQ1 block	nt	i	i	i	i	i	i	i
hERG rescue	nt	-7	-4	-12	-4	-19	-11	-17
TMEM16A act	i	i	i	i	i	i	i	nt
KCNQ1 act	nt	i	i	i	i	i	i	i
DYRK1A inh	10	-1	nt	-6	2	1	3	nt
TRPC4 potent	nt	i	i	i	i	i	i	i

25	COC(=O)C1=C(c2cccc(OC)c2OC)C[C@@H]2CC[C@H]1N2C(=O)NC1CC1
26	COc1ccc(C(=O)NC(=S)N2C[C@H]3C[C@H](C2)c2cccc(=O)n2C3)cc1
27	CCOc1cc(CNCCc2ccccc2F)ccc1OC
28	COc1ccc(C(C)=O)cc1CC(C(=O)c1ccc(C)c(C)c1)N(C)C (centres undefined)
29	CCCCn1c(NC(=O)c2ccco2)c(C(=O)OCC)c2nc3ccccc3nc21
30	CCN(CC)c1ccc(N=Cc2c(O)n(Cc3ccccc3)c(=O)[nH]c2=O)cc1
31	CCc1ccc(C2=NN(CCC(=O)N3CCC4(CC3)OCCO4)C(=O)CC2)cc1
32	COc1ccc(NP(=O)(Oc2cccc(C)c2)Oc2cccc(C)c2)cc1OC

Assay by compound	25	26	27	28	29	30	31	32
TRPC4 act	i	i	i	i	i	i	i	i
HDAC3 inh	-1	3	nt	2	-26	7&2	6	2
TMEM16A inh	i	i	i	i	i	i	i	i
KCNK9 inh	i	i	i	i	i	-7.3*!	i	i
KCNK3 block	i	i	i	i	i	i	i	i
KCNQ1 block	i	i	i	i	i	7*!	i	i
hERG rescue	-8	-4	-2	-9	-1	-12&-5	-9	-12
TMEM16A act	i	i	i	i	i	i	i	i
KCNQ1 act	i	i	i	i	i	i	i	i
DYRK1A inh	1	-1	-2	-2	32	-2&-24	3	8
TRPC4 potent	i	i	i	i	i	i	i	i

33	O=[N+]([O-])c1ccc(N2CCOCC2)c2cccnc12
34	Cc1c(C=C2C(=O)NC(=O)NC2=O)c(=O)n(-c2ccccc2)n1C
35	O=C(N/N=C/c1c(O)n(CCc2ccc(F)cc2)c(=O)[nH]c1=O)c1ccncc1
36	CCOc1cc(CN2CCN(C(=O)Cc3ccccc3)CC2)ccc1OC
37	Cn1cc(Br)c(C(=O)Nc2ccc3c(C(F)(F)F)cc(=O)oc3c2)n1
38	Cc1cccc(-n2c(O)c(/C=C/C=Nc3ccccc3)c(=O)[nH]c2=O)c1
39	CC12CC[C@H]3[C@@H](CCC4(O)C[C@H](O)CCC34/C=N/NC(=O)c3ccc(O)cc3)C1(O)CCC2C1=CC(=O)OC1 (some centres undefined)
40	CC(C)OP(=O)(OC(C)C)C(O)c1ccc(Br)cc1 (centres undefined)

Assay by compound	33	34	35	36	37	38	39	40
TRPC4 act	i	i	i	i	i	i	i	i
HDAC3 inh	1	-1	7	2	-25	6	1	14
TMEM16A inh	i	i	i	i	i	i	i	i
KCNK9 inh	i	i	i	i	i	i	i	i
KCNK3 block	i	i	i	i	i	i	i	i
KCNQ1 block	i	i	i	i	i	i	i	i
hERG rescue	1	-14	-5	-7	-10	-15	-6	-7
TMEM16A act	i	i	i	i	i	i	i	i
KCNQ1 act	i	i	i	i	i	i	i	i
DYRK1A inh	1	3	0	nt	-3	2	13	-3
TRPC4 potent	i	i	i	i	i	i	i	i

41	CC(C)=CCSc1nnc([C@@H](N)Cc2c[nH]c3ccccc23)o1
42	CC(=O)c1cccc(OCC(O)CN2CC=C(c3ccccc3)CC2)c1 (centres undefined)
43	COC(=O)C1=C(c2ccccc2)C[C@@H]2CC[C@H]1N2C(=O)N1CCC(O)CC1
44	Cc1ccc(N2C(=O)NC(=O)/C(=C/c3ccc(-c4ccc(C(=O)O)c(Cl)c4)o3)C2=O)cc1
45	O=c1[nH]c(O)c(N=Nc2ccc(S(=O)(=O)N3CCOCC3)cc2)c(=O)[nH]1
46	CCOP(=S)(OCC)N1CCOCCOCCN(P(=S)(OCC)OCC)CCOCCOCC1
47	CCCCn1c(O)c(/C=N/N2CCCCC2c2cccnc2)c(=O)[nH]c1=S (centres undefined)
48	O=C1NC(=O)N(Cc2ccco2)C(=O)/C1=C/c1cccn1CCOc1ccccc1Cl

Assay by compound	41	42	43	44	45	46	47	48
TRPC4 act	i	i	i	i	i	i	i	i
HDAC3 inh	5	0	-5	8	1	9	4	1
TMEM16A inh	i	i	i	i	i	i	i	i
KCNK9 inh	i	i	i	i	i	i	i	i
KCNK3 block	i	i	i	i	i	i	i	i
KCNQ1 block	i	i	i	i	i	i	i	i
hERG rescue	-10	-12	-8	-7	-2	-7	-3	-6
TMEM16A act	i	i	i	i	i	i	i	i
KCNQ1 act	i	i	i	i	i	i	i	i
DYRK1A inh	1	-9	6	-9	-1	-3	4	7
TRPC4 potent	i	i	i	i	i	i	i	i

49	CC/C(=N\N1CCCCCC1)c1c(O)n(-c2ccccc2C)c(=O)[nH]c1=O
50	C[C@H]1CCC[C@H](O)CCCCCc2cc(O)cc(O)c2C(=O)O1
51	C=C1N2CCC(CC2)C1(O)c1ccccc1C (centres undefined)
52	CCN1CCC(O)(c2ccccc2)C(C(=O)c2ccccc2)C1 (centres undefined)
53	O=c1cccc2n1CC1CC2CN(S(=O)(=O)c2ccccc2)C1 (centres undefined)
54	Cc1nc2ccccc2c(=O)n1-c1ccc(F)cc1F

Assay by compound	49	50	51	52	53	54
TRPC4 act	i	i	nt	i	i	i
HDAC3 inh	6	7	1	2	-14	-5
TMEM16A inh	i	i	i	i	i	i
KCNK9 inh	i	i	nt	i	i	i
KCNK3 block	i	i	i	i	i	i
KCNQ1 block	i	i	nt	i	i	i
hERG rescue	-9	-7	nt	-1	0	-5
TMEM16A act	i	i	i	i	i	i
KCNQ1 act	i	i	nt	i	i	i
DYRK1A inh	-7	20	8	2	nt	-3
TRPC4 potent	i	i	nt	i	i	i

# The list is partial, so the mix of outcomes need not match the whole.
